High-throughput results from PubChem BioAssay.
ssDAF-12 act = activators of S. stercoralis DAF-12 nuclear receptor. HEK293 ssDAF-12/GRIP1 lit1-tk-luc reporter, luminescence; % of 3 µM dafachronic acid response. activation, % at 6.8 µM. actives 1% (n = 370,000). AID 652126;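 active = activation above the mean over all tested compounds plus 3 SD, cut at about 0.9% in these data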;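 note: 0% = DMSO-only wells and 100% = 3 µM delta7-dafachronic acid wells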
SMARCA2 act = activators of SMARCA2 function. MG213 cells, MMTV-luciferase reporter, dexamethasone, overnight. activation, % at 9.1 µM. actives 1% (n = 370,000). AID 652017; in the data active = activation above about 7.8%;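 note: 0% = vehicle wells and 100% = reference activator wells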
ADAM10 inh = ADAM10 inhibition, QFRET primary screen; inhibition, % at 7 µM; recombinant ADAM10, EDANS/DABCYL FRET peptide cleavage, 3 h; O14672; actives 0.62% (n = 370,000);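 active = inhibition above a per-campaign cutoff equal to the mean of compounds falling between control-based bounds plus 3 SD, cut at about 20% in these data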;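 note: 0% = DMSO wells while the 100% control is not disclosed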
DAX1 inh-1 = inhibitors of DAX1 repression of SF-1 activated StAR promoter. inhibition, % at 6.8 µM. actives 1.1% (n = 370,000). HEK293T StAR-luciferase reporter, SF-1/DAX-1 repression relief. AID 652010;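 active = inhibition above the mean over all tested compounds plus 3 SD, cut at about 3.6% in these data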;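 note: 0% = DAX-1 cells with DMSO and 100% = cells lacking DAX-1 with DMSO; higher inhibition means more luminescence from relief of DAX-1 repression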
hcDAF-12 act = activators of H. contortus DAF-12 nuclear receptor. HEK293 hcDAF-12 lit1-tk-luc reporter, luminescence; 0% DMSO, 100% Δ7-dafachronic acid. activation, % at 6.8 µM. actives 1.4% (n = 370,000). AID 652067;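 active = activation above the mean of all tested compounds plus 3 SD, cut at about 5.5% in these data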;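 note: 100% = response to 3 µM Δ7-dafachronic acid high control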
GC-A act = GC-A (human) enzyme activation | P16066 | HEK293 GC-A cells, cGMP TR-FRET, EC30 ANP; 0% at EC30 ANP, 100% saturating ANP | activation, % at 10 µM | actives 0.14% (n = 370,000); in the data active = activation above about 40%
Target sequence (P16066 whole entry, looked up): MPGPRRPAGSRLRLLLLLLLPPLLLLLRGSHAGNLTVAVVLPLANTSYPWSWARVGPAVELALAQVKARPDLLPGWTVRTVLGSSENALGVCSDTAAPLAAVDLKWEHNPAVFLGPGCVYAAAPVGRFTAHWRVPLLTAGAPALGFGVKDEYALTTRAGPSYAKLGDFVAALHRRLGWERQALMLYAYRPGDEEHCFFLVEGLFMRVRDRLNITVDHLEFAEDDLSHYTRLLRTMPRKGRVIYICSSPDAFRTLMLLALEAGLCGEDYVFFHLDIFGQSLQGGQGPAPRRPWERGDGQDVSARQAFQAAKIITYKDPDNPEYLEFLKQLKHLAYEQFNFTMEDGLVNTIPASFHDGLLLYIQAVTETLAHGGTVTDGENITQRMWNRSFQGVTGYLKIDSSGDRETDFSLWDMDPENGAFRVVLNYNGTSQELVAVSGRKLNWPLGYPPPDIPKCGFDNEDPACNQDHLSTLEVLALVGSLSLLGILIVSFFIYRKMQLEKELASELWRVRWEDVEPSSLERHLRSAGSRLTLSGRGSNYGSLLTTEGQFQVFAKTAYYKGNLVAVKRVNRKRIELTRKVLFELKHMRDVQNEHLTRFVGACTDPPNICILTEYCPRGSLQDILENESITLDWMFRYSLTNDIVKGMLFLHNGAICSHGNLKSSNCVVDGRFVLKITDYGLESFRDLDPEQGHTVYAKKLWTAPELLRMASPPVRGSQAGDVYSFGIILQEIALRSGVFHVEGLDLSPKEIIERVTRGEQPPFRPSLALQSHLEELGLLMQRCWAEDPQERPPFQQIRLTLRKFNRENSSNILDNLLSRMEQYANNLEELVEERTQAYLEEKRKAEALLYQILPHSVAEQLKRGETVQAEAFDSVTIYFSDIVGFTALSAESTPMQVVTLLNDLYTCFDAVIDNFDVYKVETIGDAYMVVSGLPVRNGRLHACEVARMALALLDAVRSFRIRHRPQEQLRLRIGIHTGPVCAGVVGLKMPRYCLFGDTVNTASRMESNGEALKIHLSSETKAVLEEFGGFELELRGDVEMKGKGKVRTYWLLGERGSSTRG
DAX1 inh-2 = NR0B1 (DAX1) inhibition | P51843 | HEK293 Gal4-DAX1 luciferase reporter, luminescence | inhibition, % at 6.75 µM | actives 0.99% (n = 340,000) | AID 504766;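 active = inhibition above the mean over all tested compounds plus 3 SD, cut at about 4.2% in these data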;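 note: 0% = DAX1-transfected cells with DMSO and 100% = empty-vector control cells with DMSO; inhibition shows as a rise in luminescence from relieved DAX1 repression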
GC-B act = GC-B (human) receptor activation. actives 0.11% (n = 370,000). activation, % at 10 µM. P20594. HEK293-GC-B cells, CNP EC30, cGMP TR-FRET; 0% at EC30 CNP, 100% saturating CNP. AID 1920062;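 active = activation at 10 µM reaching about 35% in either raw or pattern-adjusted values, limit read from the data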
FXN GAA850 act = frataxin GAA850 promoter activation; HEK293 lucGAA850 FXN promoter luciferase reporter, 24 h; percent of 10 µM SAHA response; activation, % at 6 µM; actives 0.56% (n = 360,000); AID 540364;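 active = activation above the average of all compounds screened plus 3 SD, cutoff fixed separately per campaign, cut at about 7.5% in these data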;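 note: 0% = DMSO wells and 100% = 10 µM SAHA wells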
HGIII-sPLA2 inh = Blocks human group III sPLA2 activity; actives 0.56% (n = 370,000); inhibition, % at 12.2 µM; QFRET BODIPY PC-A2 liposome hydrolysis, fluorescence; Q9NZ20; AID 743126;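 active = inhibition above mean plus 3 SD of compounds lying within the high and low control bounds, cut at about 19% in these data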;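 note: 0% = median of test compound wells and 100% = no enzyme DMSO wells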
hgDAF12 agonist = agonists of H. glycines DAF-12 nuclear receptor; actives 1.8% (n = 370,000); AID 687014; HEK293 GAL4-hgDAF12 UAS-luciferase reporter, agonist luminescence; normalized to butyrate control; activation, % at 6.8 µM;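 active = activation above a cutoff set at the mean of all screened compounds plus 3 SD, cut at about 10% in these data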;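 note: 0% = DMSO wells and 100% = sodium butyrate wells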
The depositor's hits bear a star; nt = no result given.

cpd	Structure	ssDAF-12 act	SMARCA2 act	ADAM10 inh	DAX1 inh-1	hcDAF-12 act	GC-A act	DAX1 inh-2	GC-B act	FXN GAA850 act	HGIII-sPLA2 inh	hgDAF12 agonist
1	CCOc1ccccc1Cn1c(=O)oc2ccc(C)cc21	-1.2	1.0	4.8	-0.6	0.8	-11.9	0.8	-6.9	-0.5	1.3	-1.4
2	CN(C)c1ccc(C(CNC(=O)c2ccccc2)c2c[nH]c3ccccc23)cc1 (stereo unspecified)	-0.9	-3.6	10.5	-0.6	2.8	-2.4	0.4	0.7	2.7	-15.2	2.2
3	Cc1ccc(OCC(=O)N/N=C/c2cc([N+](=O)[O-])ccc2N2CCCCC2)cc1	-1.1	1.0	0.7	-0.2	0.8	1.1	1.4	-4.0	1.1	-1.0	-0.3
4	CC1(Cc2ccc(OC(F)(F)F)cc2)C(=O)Nc2c(Cl)ccc(Cl)c21 (stereo unspecified)	-0.5	3.1	15.6	-0.4	-2.1	-10.7	nt	-8.9	-0.5	2.2	-2.7
5	COc1cccc(NC(=O)Nc2cc(C(=O)O)ccc2C)c1	-0.9	-3.2	-6.3	0.2	-1.5	2.8	-0.4	-2.2	-0.3	0.9	-0.5
6	CCC(C)(C)NC(=O)C(C)OC(=O)c1nsc(Cl)c1Cl (stereo unspecified)	-0.9	-1.9	0.7	1.1	0.4	2.2	-1.3	8.4	0.2	2.6	1.5
7	CCc1ccc(NC(=O)CSc2nnc(CNC(=O)c3cccs3)o2)cc1	-0.2	2.9	10.8	-0.1	0.1	2.3	-0.1	1.4	0.7	3.4	1.3
8	O=[N+]([O-])c1cccc(-c2noc(-c3cccs3)n2)c1	-1.4	10.7*	-7.0	0.2	-0.5	0.3	2.9	-9.8	1.8	15.9	4.1
9	COc1ccc(-c2nnc(SCC(=O)NC(C)c3ccccc3)o2)cc1 (stereo unspecified)	-0.8	2.0	-4.2	-0.6	-1.5	-2.7	-2.3	-1.1	-0.2	1.6	-0.5
10	CC1(C)CC(=O)C(Sc2ccc(Br)cc2)=C(O)C1	-0.7	5.5	-4.0	0.0	-0.6	2.7	-0.8	0.9	0.5	2.3	-2.0

Continuation:
cpd	Structure	ssDAF-12 act	SMARCA2 act	ADAM10 inh	DAX1 inh-1	hcDAF-12 act	GC-A act	DAX1 inh-2	GC-B act	FXN GAA850 act	HGIII-sPLA2 inh	hgDAF12 agonist
11	CCC(C)N(C(=O)COC(=O)c1ccccc1SCC(=O)N1CCCC1)C1CCS(=O)(=O)C1 (stereo unspecified)	-0.8	1.7	7.2	1.0	0.6	3.8	0.1	2.7	-0.6	-1.2	1.4
12	CC(CN1CCOCC1)c1ccccc1 (stereo unspecified)	-1.5	-0.2	3.7	1.6	-1.8	4.9	0.5	4.4	-0.1	5.6	0.4
13	CC(=O)N1CCN(C(=O)c2ccc(Cl)c(S(=O)(=O)N3CCCCCC3)c2)CC1	-1.5	-0.4	0.5	-0.9	-1.0	-1.8	-1.0	7.6	-0.2	4.8	0.5
14	O=C(CSc1nnc(-c2ccc3c(c2)OCO3)o1)Nc1c(F)cccc1F	-0.7	2.8	-3.9	2.0	0.8	1.8	1.4	6.0	1.4	-7.7	5.7
15	Cc1cc(C)n2nc(SCC(=O)N3CCCC3)nc2n1	-0.7	0.6	-5.7	-0.1	-1.3	3.9	-0.5	1.7	-1.6	-7.1	1.1
16	COc1cc(NC(=O)CN2C(=O)NC(c3ccccc3)(c3ccccc3)C2=O)cc(OC)c1	-0.9	0.4	14.1	-0.1	-0.3	-0.8	-0.5	-1.8	1.6	-24.7	-1.0
17	COc1cccc(NC(=O)COC(=O)/C=C/c2ccco2)c1	-1.2	-0.5	-16.2	-1.2	0.1	2.4	0.6	2.7	0.1	7.5	-1.2
18	O=S1(=O)CC(N2CCC(c3ccccc3)CC2)CN1Cc1ccc(F)cc1 (stereo unspecified)	-1.5	-4.5	-5.8	-0.6	-0.7	-8.4	nt	0.5	nt	-5.5	-1.2
19	O=c1c2ccccc2[nH]c(=S)n1CCCN1CCN(c2ccccc2F)CC1	-1.3	0.1	-9.1	0.0	-0.2	-17.5	-0.6	-5.3	-0.5	3.8	2.8
20	COc1ccc(CC(=O)N2CCN(C(=O)c3ccco3)CC2)cc1	-1.1	4.0	5.2	-0.3	1.7	-1.0	-0.5	1.9	1.5	-3.1	-1.4

By substructure, those above containing a furan ring, fused or not.
cpd	Structure	ssDAF-12 act	SMARCA2 act	ADAM10 inh	DAX1 inh-1	hcDAF-12 act	GC-A act	DAX1 inh-2	GC-B act	FXN GAA850 act	HGIII-sPLA2 inh	hgDAF12 agonist
17	COc1cccc(NC(=O)COC(=O)/C=C/c2ccco2)c1	-1.2	-0.5	-16.2	-1.2	0.1	2.4	0.6	2.7	0.1	7.5	-1.2
20	COc1ccc(CC(=O)N2CCN(C(=O)c3ccco3)CC2)cc1	-1.1	4.0	5.2	-0.3	1.7	-1.0	-0.5	1.9	1.5	-3.1	-1.4

(continued)
cpd	Structure	ssDAF-12 act	SMARCA2 act	ADAM10 inh	DAX1 inh-1	hcDAF-12 act	GC-A act	DAX1 inh-2	GC-B act	FXN GAA850 act	HGIII-sPLA2 inh	hgDAF12 agonist
21	O=C(Cc1ccc(-n2c(=O)[nH]c3ccsc3c2=O)cc1)NCc1cccnc1	-1.1	-2.1	-0.3	-1.1	-1.4	-1.3	-0.7	7.5	0.0	-5.4	-2.7
22	O=C(OCC(=O)N1CCN(S(=O)(=O)c2ccccc2)CC1)C1CCC1	-1.2	-2.1	-17.1	1.3	-0.5	3.8	-0.1	3.6	-1.8	13.1	2.0
23	CC(C)CNC(=O)COC(=O)CNC(=O)c1cc(Cl)cc([N+](=O)[O-])c1	-1.2	-4.7	0.5	-0.3	-1.3	-10.2	-0.7	-9.3	-2.0	12.1	-0.9
24	COc1ccc(NC(C)=O)cc1S(=O)(=O)Nc1ccc(S(=O)(=O)N2CCCCC2)cc1	-0.8	-0.4	-16.8	0.1	-1.4	1.4	2.4	-0.8	-0.6	2.6	-0.7
25	COc1ccc(CCn2c(-c3ccco3)nc3ccccc3c2=O)cc1OC	-0.7	0.5	-9.8	0.1	-2.3	8.4	-4.7	1.4	-6.5	-1.6	1.6
26	CC1CN(S(=O)(=O)c2cccs2)CC(C)O1 (stereo unspecified)	-1.5	-0.8	-2.1	0.0	1.3	-2.1	0.8	0.9	5.1	0.8	-0.1
27	COc1ccc(NC(=O)Cc2csc(NC(=O)Nc3ccccc3OC)n2)c(OC)c1	-1.4	1.6	17.8	-0.5	-1.1	-4.2	-1.9	-2.2	-1.9	-33.8	-3.9
28	CCOc1ccc(CCNC(=O)COC(=O)c2nc(Cl)ccc2Cl)cc1OCC	0.1	-1.3	0.3	-3.8	0.5	0.6	-1.0	5.3	-0.6	-2.7	5.7
29	Cn1c(=O)c2c(ncn2CC(=O)NC[C@H]2O[C@@H](n3cnc4c(N)ncnc43)[C@H](O)[C@@H]2O)n(C)c1=O	-0.8	-1.6	-6.5	0.1	-0.4	2.5	-0.3	-2.2	-3.2	4.4	-0.6
30	O=C(CCN1CCN(C/C=C/c2ccccc2)CC1)Nc1ccc(Cl)cc1	-1.1	0.8	2.0	-0.7	-0.7	-2.2	0.1	0.9	-0.4	13.0	-0.9

Other compounds:
cpd	Structure	ssDAF-12 act	SMARCA2 act	ADAM10 inh	DAX1 inh-1	hcDAF-12 act	GC-A act	DAX1 inh-2	GC-B act	FXN GAA850 act	HGIII-sPLA2 inh	hgDAF12 agonist
31	Cc1nnc(SCC(=O)Nc2ccc3c(c2)OCCO3)n1CC1CCCO1 (stereo unspecified)	-1.0	-8.7	5.8	-1.2	-1.3	0.8	-0.3	3.4	-0.7	-0.6	-0.9
32	N=C(c1ccc([N+](=O)[O-])cc1)N1CCCCCC1	-1.6	0.2	1.4	-1.1	0.1	-0.1	1.1	0.3	-0.8	-1.9	-2.9
33	CCC(C(=O)Nc1sc(C(N)=O)c(C)c1C(=O)OC)c1ccccc1 (stereo unspecified)	-1.7	-2.3	5.1	0.7	-1.2	-1.9	-1.1	2.3	0.5	-11.2	-0.6
34	CCCCCCCN1C(Nc2ccccc2)=NC[C@@H]1Cc1ccccc1	-1.4	2.2	1.3	-0.7	-0.9	-5.3	0.1	-9.8	-2.6	-3.2	0.0
35	CCOC(=O)N1CCc2c(sc3c2c(=O)n(Cc2ccccc2)c(=O)n3Cc2ccccc2F)C1	-1.5	4.9	-5.7	-0.5	-0.2	-0.8	0.8	5.9	2.0	-2.0	0.8
36	Nc1[nH][nH]c(=O)c1N=Nc1ccc2c(c1)OCO2	-1.2	4.1	5.9	0.6	1.6	-13.7	0.0	-8.6	2.4	3.7	5.6
37	Cc1c(C(=O)N2CCCCC2)c(S(=O)(=O)NCc2ccc(F)cc2)c(C)n1C	-1.0	-2.3	-4.8	0.8	-1.2	6.3	-0.2	1.2	0.9	10.8	0.0
38	COCCCNC(=O)CCn1c(=O)c2ccccc2n(CC(=O)NCCC2=CCCCC2)c1=O	-1.7	-4.7	3.8	-0.6	1.6	-2.2	-0.6	2.0	-0.7	3.0	-1.7
39	O=C(CC1CCCC1)Nc1ccc2c(c1)CCC2	-1.0	9.0*	3.8	1.7	0.6	0.2	0.5	1.6	2.6	3.7	12.1*
40	COc1ccc(C(=O)NC2CCN(Cc3c(F)cccc3Cl)CC2)cc1OC	-0.7	-2.5	13.2	0.3	-2.9	-1.8	-2.2	5.3	-1.8	-0.1	0.3

(more compounds)
cpd	Structure	ssDAF-12 act	SMARCA2 act	ADAM10 inh	DAX1 inh-1	hcDAF-12 act	GC-A act	DAX1 inh-2	GC-B act	FXN GAA850 act	HGIII-sPLA2 inh	hgDAF12 agonist
41	O=C(CNC(=O)c1ccccc1)N/N=C/c1cc(Br)ccc1O	-1.7	-5.3	-85.5	-1.1	-1.0	2.1	0.1	5.5	-1.9	-28.4	-4.4
42	Cc1ccc2oc(C(=O)N(CCO)Cc3ccccc3)c(C)c2c1	-1.1	-3.0	2.1	-0.4	-2.1	0.4	0.4	1.8	1.7	-10.5	0.6
43	CC1CCCN(C(=O)CSc2nnc3n(C4CCCC4)c(=O)c4ccccc4n23)C1 (stereo unspecified)	-1.2	-1.9	1.1	0.9	-0.7	1.1	0.7	10.0	-6.0	5.1	-2.5
44	COc1ccc(NC(=O)c2cc(OC)c(OC)c(OC)c2Br)cc1OC	-1.5	-1.7	2.8	-0.3	3.4	-2.2	-1.6	-1.2	1.8	5.1	-3.5
45	CCOc1ccc(N(C(C)C(=O)NC2CCCCCC2)S(C)(=O)=O)cc1 (stereo unspecified)	-1.0	-0.7	5.0	0.0	-1.1	2.1	0.3	7.5	0.1	3.2	-0.3

From entry 44 as far as 45, copied from above:
cpd	Structure	ssDAF-12 act	SMARCA2 act	ADAM10 inh	DAX1 inh-1	hcDAF-12 act	GC-A act	DAX1 inh-2	GC-B act	FXN GAA850 act	HGIII-sPLA2 inh	hgDAF12 agonist
44	COc1ccc(NC(=O)c2cc(OC)c(OC)c(OC)c2Br)cc1OC	-1.5	-1.7	2.8	-0.3	3.4	-2.2	-1.6	-1.2	1.8	5.1	-3.5
45	CCOc1ccc(N(C(C)C(=O)NC2CCCCCC2)S(C)(=O)=O)cc1 (stereo unspecified)	-1.0	-0.7	5.0	0.0	-1.1	2.1	0.3	7.5	0.1	3.2	-0.3
